Screening data as filed in PubChem BioAssay.
ROC1-CUL1 inh: human ROC1-CUL1 E3 ligase inhibition; P62877+Q13616; in vitro K48 di-Ub FRET, acceptor:donor ratio, 45 min; inhibition, % at 10 µM; 140,000 tested, 0.6% active; AID 1347404; in the data active = inhibition above about 25%
Target sequence (P62877 whole entry, looked up): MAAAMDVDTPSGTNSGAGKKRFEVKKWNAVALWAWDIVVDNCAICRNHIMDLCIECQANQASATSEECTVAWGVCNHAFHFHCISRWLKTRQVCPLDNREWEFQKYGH
Target sequence (Q13616 whole entry, looked up): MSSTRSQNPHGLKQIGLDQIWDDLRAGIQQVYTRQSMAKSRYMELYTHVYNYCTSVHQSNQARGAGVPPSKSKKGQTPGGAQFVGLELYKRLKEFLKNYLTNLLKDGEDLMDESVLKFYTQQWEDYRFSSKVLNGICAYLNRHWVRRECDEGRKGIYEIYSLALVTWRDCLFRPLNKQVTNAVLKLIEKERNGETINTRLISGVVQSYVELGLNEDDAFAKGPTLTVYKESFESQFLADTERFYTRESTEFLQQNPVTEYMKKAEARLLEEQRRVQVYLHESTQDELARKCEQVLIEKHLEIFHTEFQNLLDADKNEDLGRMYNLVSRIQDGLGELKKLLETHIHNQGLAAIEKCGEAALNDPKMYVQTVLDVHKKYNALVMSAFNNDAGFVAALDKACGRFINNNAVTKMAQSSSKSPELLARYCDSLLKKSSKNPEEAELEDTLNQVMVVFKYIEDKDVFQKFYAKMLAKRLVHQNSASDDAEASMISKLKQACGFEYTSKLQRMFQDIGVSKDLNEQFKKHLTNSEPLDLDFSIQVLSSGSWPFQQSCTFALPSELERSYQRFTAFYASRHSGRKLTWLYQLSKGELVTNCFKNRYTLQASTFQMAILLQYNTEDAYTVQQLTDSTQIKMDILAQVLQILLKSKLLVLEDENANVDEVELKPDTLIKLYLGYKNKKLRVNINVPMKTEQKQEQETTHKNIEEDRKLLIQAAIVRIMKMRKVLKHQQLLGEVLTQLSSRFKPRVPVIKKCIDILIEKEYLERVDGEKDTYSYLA
* hit, by the source's call; & = joins results of further samples.

SMILES | ROC1-CUL1 inh
Cc1ccc(NC(=O)c2oc3ccccc3c2NC(=O)Cc2ccccc2)cc1 | -2
Cc1ccc(F)c(CNC(=O)Cn2nnnc2CN2CCCC2)c1F | 3
N#Cc1ccc(C(C2C(=O)NC(=S)NC2=O)C2C(=O)NC(=S)NC2=O)cc1 | 1
OCCSc1nc2ccccc2nc1N/N=C/c1ccccc1O | -3
O=C(c1ccccc1)c1nnn(Cc2ccc(Cl)cc2)c1C(=O)c1ccccc1 | 1
CCCc1c(C(=O)N(C)c2ccccc2)nnn1-c1ccc(C)cc1 | 2
Cc1ccc(CNC(=O)CCCN2C(=O)CCn3nc(-c4cccn4C)cc32)cc1 | -7
Cc1ccc(-n2nc(CO)c(C(=O)NCCCc3ccccc3)n2)cc1C | 0
COc1ccc(-c2noc(-c3ccc(C)cc3Cl)n2)cc1OC | -7
CC(C)CC(C(=O)NCc1ccc(F)cc1)N1Cc2ccccc2C1=O (stereo not given) | -4
NCCCNS(=O)(=O)c1ccc(F)cc1 | 14
CC(=O)N1CCc2cc(S(=O)(=O)NC(Cc3ccccc3)C(=O)Nc3ccc(C)cc3C)ccc21 (stereo not given) | 8
COc1ccc(N=c2sc(C)c(-c3ccc(C)cc3)n2CCO)cc1 | 0
CC(Oc1ccc(C(C)C)cc1)C(=O)O (stereo not given) | 0
COCc1ccc(CN2CCc3c(C(=O)N4CCCCC4C(=O)OC)c(OC)cc(=O)n3CC2)o1 (stereo not given) | 4
CCCc1nn(C)c(C(=O)Nc2ccc(OC)cc2OC)c1Cl | 6
COc1ccc2cc(C(=O)Nc3ccc(S(N)(=O)=O)cc3)sc(=O)c2c1OC | 8
Cc1ccc(-c2cc(C(=O)NC(C)C3CC4CCC3C4)c3cc(Br)ccc3n2)c(C)c1 (stereo not given) | -3
O=C(c1ccc(Br)cc1)c1sc(N2CCOCC2)nc1-c1ccccc1 | 6
COc1ccc(S(=O)(=O)N2CCOCC2)cc1C(=O)N1CCCCC1 | 6
CCN1CCN(Cc2nc(-c3ccc(C(=O)OC)cc3)oc2C)[C@@H](C)C1=O | -3
CCCCOc1cccc(C2c3c(-c4cc(C)ccc4O)n[nH]c3C(=O)N2CCOC)c1 (stereo not given) | 5
CC(C)c1ccccc1NC(=O)CN1CCN(c2ccccc2F)CC1 | -5
COc1ccc(-c2nc3scc(CCNS(=O)(=O)c4ccc(Oc5ccccc5)cc4)n3n2)cc1OC | -6

The closing 4 compounds of the section above lead into the next.
SMILES | ROC1-CUL1 inh
CCN1CCN(Cc2nc(-c3ccc(C(=O)OC)cc3)oc2C)[C@@H](C)C1=O | -3
CCCCOc1cccc(C2c3c(-c4cc(C)ccc4O)n[nH]c3C(=O)N2CCOC)c1 (stereo not given) | 5
CC(C)c1ccccc1NC(=O)CN1CCN(c2ccccc2F)CC1 | -5
COc1ccc(-c2nc3scc(CCNS(=O)(=O)c4ccc(Oc5ccccc5)cc4)n3n2)cc1OC | -6
CCCn1c(=O)sc2cc(NC(=O)c3ccccc3Cl)ccc21 | -5
CCCCCCCSc1nc2sc3c(c2c(=O)n1-c1ccccc1OC)CCC3 | 2
O=C1C=C2c3ccccc3CCC[C@H]2[C@@H](c2ccccc2)C1 | 6
FC(F)(F)c1cccc(CSc2nc3ccccc3[nH]2)c1 | -7
COc1ccc(C(=O)NCc2cccnc2N2CCN(C)CC2)c(OC)n1 | 1
COc1ccc(C(=O)CSc2nnnn2C)cc1 | 8
COc1ccc(NC(=O)c2cc(C3CC3)nc3c2c(C)nn3-c2ccccc2)cc1OC | 0
COC(=O)c1cn(CC(=O)NC2CCCCCC2)c2ccccc12 | -5
COc1cc(OC)c(NC(=O)N2CCc3c([nH]c4ccccc34)C2c2ccccc2F)cc1Cl (stereo not given) | 15
CCCS(=O)(=O)NCc1cccnc1Oc1ccc(C)c(F)c1F | -3
Cc1ccc(N(Cc2ccccc2)C(=O)c2ccncc2)cc1 | -1
COc1ccc(Nc2nc(N)c3cc(OC)c(OC)cc3n2)cc1 | 0
Cc1csc2nc(COC(=O)c3ccc(F)cc3)cc(=O)n12 | -7
O=C(Cc1ccc(N2CCC(NCCc3ccc(C(F)(F)F)cc3)CC2)cc1)NCc1ccccn1 | 2
CC(=O)Nc1nonc1-n1nnc(C(=O)NCc2ccccc2)c1C | -2
CC(C)N=CC1C(=O)CNC1=O (stereo not given) | 2
CCOC(=O)C1(Cc2ccc(F)cc2F)CCCN(Cc2cnn(C)c2)C1 (stereo not given) | 6
CCOC(=O)c1cnn2c(C)cc(C)nc12 | 6
CN(C)CCCNCCCNC(=O)c1ccncc1 | 2
CC1(C(=O)/C=C/c2ccccc2)CCCCC1 | 1
COc1ccc(C(=O)N(Cc2ccncc2)Cc2cccc(OCCc3ccc(F)cc3)c2)cc1OC | 7
CCn1ncc(CN2CCN(Cc3ccc(OC)c(C)c3)C(CCO)C2)c1C (stereo not given) | 4
CCc1cccc(C)c1NC(=O)COc1ccccc1C(=O)Nc1cccc(Cl)c1Cl | -11
COc1cccc(N2CC(NC(=O)/C=C\c3ccc4c(c3)OCO4)CC2=O)c1 (stereo not given) | -8
COc1ccc(-c2ccc(CNCC3CCNCC3)o2)cc1Cl | 3
CN(CCC1CCCCO1)C(=O)CCc1nnc(-c2ccc3c(c2)OCO3)o1 (stereo not given) | -3
COC(=O)c1ccccc1NC(=O)CSc1c2c(nc3ccc(Cl)cc13)CCCC2 | 2
O=C1CS/C(=N/N=C2C3CC4CC(C3)CC2C4)N1 | 0
Cc1ccc(C)c(NC(=O)C(Cc2ccccc2)NC(=O)Oc2ccccc2)c1 (stereo not given) | -2
Cc1cccc(NC(=O)c2ccc(CNS(=O)(=O)c3ccc4c(c3)C(C)(C)C(=O)N4C)cc2)c1 | -1
COc1ccc(CCNC(=O)CCCn2c(=O)c3ccccc3n(Cc3ccccc3C#N)c2=O)cc1OC | 6
Cc1oc(-c2ccccc2NS(=O)(=O)N(C)C)nc1CNC(=O)Cc1ccc2c(c1)OCO2 | 4
COc1ccc(N2C(=O)C(=Nc3ccccc3C)C(Cl)C2=O)cc1 (stereo not given) | -2
CCCCS(=O)(=O)c1nc(-c2ccc(Br)cc2)cc(-c2ccccc2)c1C#N | -5
Clc1scc(Br)c1-c1c(Br)csc1Cl | -17
COc1ccc(N2C(C(C)=O)=NN(c3ccccc3)C2c2ccc(OC)c(OC)c2)cc1 (stereo not given) | -2
O=C(Cn1cnc([N+](=O)[O-])c1[N+](=O)[O-])Nc1cccnc1Cl | -2
CCOC(=O)c1ccccc1NS(=O)(=O)c1ccc(N2CCCCS2(=O)=O)cc1 | -1
C=CCOc1cc(Br)c(/C=C2/SC(=O)N(CC(=O)OC)C2=O)cc1OC | -1
Cc1sc2nc3c(C(=O)NC(C)C)cccn3c(=O)c2c1C | -2
CC(Nc1oc(-c2ccc(COc3ccc(Cl)cc3)o2)nc1C#N)c1ccccc1 (stereo not given) | -2
NC(=O)CSc1nnc(-c2cccs2)n1Cc1ccco1 | 7
COc1cc(NC(=S)NCc2ccccc2)c(OC)cc1Cl | -9
CCN1C(=O)N=C(Cc2cc(Br)ccc2OCc2ccc(C(=O)O)cc2)C1=O | 1
Cc1ccccc1C(=O)Nc1ccnn1C1CCN(C(=O)c2ccco2)CC1 | 6
Cc1cccc(NC(=O)N2CCC(CN3CCCCCC3)CC2)c1C | -8
O=C(C1=CCCC1)N1CCC(CO)(CCOc2ccccc2)CC1 | -21
CC(=O)c1ccc(N(C)C)cc1 | 4

Four entries drawn at random from those above:
SMILES | ROC1-CUL1 inh
Cc1ccccc1C(=O)Nc1ccnn1C1CCN(C(=O)c2ccco2)CC1 | 6
CCOC(=O)c1ccccc1NS(=O)(=O)c1ccc(N2CCCCS2(=O)=O)cc1 | -1
Cc1cccc(NC(=O)N2CCC(CN3CCCCCC3)CC2)c1C | -8
COc1cc(NC(=S)NCc2ccccc2)c(OC)cc1Cl | -9

In the list so far, four contain a cyano group.
SMILES | ROC1-CUL1 inh
N#Cc1ccc(C(C2C(=O)NC(=S)NC2=O)C2C(=O)NC(=S)NC2=O)cc1 | 1
COc1ccc(CCNC(=O)CCCn2c(=O)c3ccccc3n(Cc3ccccc3C#N)c2=O)cc1OC | 6
CCCCS(=O)(=O)c1nc(-c2ccc(Br)cc2)cc(-c2ccccc2)c1C#N | -5
CC(Nc1oc(-c2ccc(COc3ccc(Cl)cc3)o2)nc1C#N)c1ccccc1 (stereo not given) | -2

(list continues)
SMILES | ROC1-CUL1 inh
CCS(=O)(=O)c1cnccc1C(=O)OC | -2
CCOc1ccc(CCNS(=O)(=O)c2cc(Br)cc3c2N(C(C)=O)CC3)cc1OCC | 13
COCCCn1c(=O)c2sccc2n2c(CCCC(=O)NCc3ccc(F)cc3)nnc12 | -2
CCN=C1CC=CC=C(C(=O)/C=C/c2ccc(C(F)(F)F)cc2)C1=O | -9
COc1ccc(C(=O)c2cn(Cc3ccc(F)cc3)c3c(F)cc(F)cc3c2=O)cc1 | 3
O=C1C(=Cc2cccn2-c2ccccc2)C(=O)c2ccccc21 | 3
Cc1ccc(S(=O)(=O)n2nc(C)c(S(=O)(=O)N3CCCCC3)c2C)cc1 | -4
S=C(SCc1ccc(CSC(=S)N2CCOCC2)cc1)N1CCOCC1 | 0
O=C(c1ccc2c(c1)N(Cc1cccc(Cl)c1)C(=O)c1ccccc1S2=O)N1CCC(Cc2ccccc2)CC1 (stereo not given) | -10
CCOC(=O)c1c(NC(=O)CCN(C)CCO)sc2c1CCCC2 | -1
COc1ccc(N2CCN(C(=O)c3ccccc3SC(C)C)CC2)cc1 | 4
CCCc1noc(CN2CCN(CCO)CC2)n1 | 4
CN(C)c1ccc(/C=C/C(=O)c2ccc3c4c(cccc24)CC3)cc1 | 4
Cc1cc(C)c(C#N)c(SCc2nc3cccc(C)n3c2Br)n1 | -3
CCOc1ccc2ccccc2c1CNC(C)C | -2
CCC1CCCCN1CCCNC(=O)c1cn(CC)c2ccc(S(=O)(=O)N(C)C3CCCCC3)cc2c1=O (stereo not given) | 1
Cc1cccc(-c2nnc(SCC(=O)Nc3ccc(C)c(C)c3)o2)c1 | 9
COc1ccc(N=Nc2nc3ccccc3n2C)cc1 | 7
Cc1[nH]c2c(CNC(=O)CN3CCC(O)CC3)cc(F)cc2c1C | -2
CCN(CCCNC(=O)c1cc2c(=O)n(CC)c3ccccc3c2s1)c1cccc(C)c1 | 2
COc1ccc(/C(C)=N/NC(=O)C(C)NC(=O)c2ccc(Br)cc2)c(OC)c1 (stereo not given) | 9
N#Cc1ccccc1Cn1c(=O)n(Cc2ccc(C(=O)NC3CCN(Cc4ccccc4)CC3)cc2)c(=O)c2ccccc21 | 4
CCc1noc(C)c1C(=O)Nc1ccsc1C(=O)OC | 10
Cc1cccc(CN2CCCC3(CCN(C(=O)c4nonc4C)C3)C2)c1 (stereo not given) | 7
Nc1nnc2c(n1)[nH]c1ccccc12 | 1
CC1(C)CN=C(c2ccccc2Br)O1 | -1
Cc1ccc(N2C(=O)NC(=O)C3C2=NC(=O)C3(NS(=O)(=O)c2ccc(Cl)cc2)C(F)(F)F)cc1 (stereo not given) | 3&1
Cc1ccc(-n2c(C)cc(/C=C3\C(=O)N(c4ccccc4)C(=S)N(c4ccc(C)c(C)c4)C3=O)c2C)cc1 | 2
CC(=O)Nc1nonc1-c1nnc(SCc2ccc(C)cc2)n1C | -4
CCOc1cc([N+](=O)[O-])ccc1N(C)S(=O)(=O)c1ccc(C)cc1 | 16
CCc1ccc(Oc2c(C(F)(F)F)oc3c(CN4CCN(C)CC4)c(O)ccc3c2=O)cc1 | -4
Cc1cc(Br)ccc1OCC(=O)NNC(=O)/C=C/c1ccccc1 | -10
Cn1c(=O)c2ncc(N)nc2n(C)c1=O | -4
FC(F)(F)c1nc2ccccc2n1CC#CCn1c(C(F)(F)F)nc2ccccc21 | 5
Cc1ccc(C)c(NC(=O)Cn2ccn(-c3ccc(F)cc3)c(=O)c2=O)c1 | 0
COc1cc(C2CC(=O)N(c3ccc(C)c(Cl)c3)C3=C2C(=O)OC3)cc(OC)c1OC (stereo not given) | -2
CCOC(=O)c1c(C)nc2ccccn12 | 10
Cc1ccc(C)c(NC(=O)CSc2nnc(C)n3c2cc2occc23)c1 | 5
C=CCOc1c(CNc2ccc3[nH]c(=O)[nH]c3c2)cccc1OC | 8
COc1ccc(C=C(C(=O)NCc2ccccc2)C(=O)NCc2ccccc2)cc1C(=O)O | -5
COc1ccc(CCCc2nnc(SCC(=O)Nc3ccc(Cl)cc3)o2)cc1 | -1
COc1cccc(NC(=O)c2oc3ccccc3c2NC(=O)Cc2cccc(C)c2)c1 | -4
COc1cc(C(=O)Nc2ccc(Cl)cc2Cl)cc(OC)c1OC | 14
CCCCN(C)C(=O)CC1C(=O)NCCN1Cc1ccc(OC)c(OC)c1 (stereo not given) | 6
O=C(CSc1nc2ccccc2nc1Cc1ccc(Cl)cc1)N1CCc2ccccc21 | 7
COc1ccc(/C=C(\C#N)c2nc(-c3ccc(C)cc3)cs2)cc1OCc1ccccc1 | 0
CCOc1ccc(Cc2c[nH]c(=O)[nH]c2=O)cc1 | -1
COc1cccc(-c2n[nH]c3c2CN(CCc2ccccc2)CC3)c1 | 4

A few values from the results shown:
ROC1-CUL1 inh, CCOC(=O)c1c(NC(=O)CCN(C)CCO)sc2c1CCCC2 = -1
ROC1-CUL1 inh, CC(=O)c1ccc(N(C)C)cc1 = 4

The list goes on.
SMILES | ROC1-CUL1 inh
O=C(Nc1cc(F)cc(F)c1)C1CCN(C(=O)c2ccccc2)CC1 | -12
CCCOc1ccc(NC(=O)CC2C(=O)N(c3ccc(F)cc3)C(=O)N2CC(C)C)cc1 (stereo not given) | -13
CCOC(=O)C1CCN(C(=O)C2CCN(S(=O)(=O)c3cc(OC)ccc3OC)CC2)CC1 | 4
Cc1ccc(C)c(NC(=O)c2nc(S(=O)(=O)Cc3ccc(F)cc3)ncc2Cl)c1 | 8
COc1ccccc1-c1cnnc(N/N=C/c2c[nH]c3ccccc23)n1 | 4
O=c1/c(=C\c2cc(Cl)ccc2O)sc2n1C(c1ccccc1)C1=C(N=2)c2ccccc2CC1 (stereo not given) | -5

The list is partial, so the mix of outcomes need not match the whole.
